# HePTP inh = inhibitors of human HePTP phosphatase. P35236. 0.64% of 110,000 active. inhibition, % at 20 µM. AID 521. recombinant HePTP phosphatase activity, OD absorbance; in the data active = inhibition above about 50%;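 also: plate controls were vehicle for no effect and reference inhibitor for full effect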
# Target sequence (P35236 whole entry, looked up): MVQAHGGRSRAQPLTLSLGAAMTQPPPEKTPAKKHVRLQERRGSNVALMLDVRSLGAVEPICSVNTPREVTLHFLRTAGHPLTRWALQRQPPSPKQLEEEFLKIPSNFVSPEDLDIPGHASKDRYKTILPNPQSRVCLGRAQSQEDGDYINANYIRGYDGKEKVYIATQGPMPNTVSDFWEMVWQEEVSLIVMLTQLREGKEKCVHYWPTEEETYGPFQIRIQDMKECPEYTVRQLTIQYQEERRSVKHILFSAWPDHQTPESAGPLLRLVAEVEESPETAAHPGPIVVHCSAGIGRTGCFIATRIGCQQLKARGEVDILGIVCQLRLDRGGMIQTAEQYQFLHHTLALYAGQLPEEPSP
# BAP1 block = blocks human BAP1 ubiquitin-AMC hydrolysis. 0.48% of 72,000 active. recombinant BAP1, Ub-AMC hydrolysis fluorescence kinetic; stronger effect = lower value. activity remaining (% of control), % at 20 µM;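 active = activity remaining at or below 50% of control, provided the compound also passes the data quality filters; inactive = the rest, including low values that fail the filters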;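 also: 100% = DMSO wells rate and 0% = substrate alone blank rate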
# Target sequence (Q92560 whole entry, looked up): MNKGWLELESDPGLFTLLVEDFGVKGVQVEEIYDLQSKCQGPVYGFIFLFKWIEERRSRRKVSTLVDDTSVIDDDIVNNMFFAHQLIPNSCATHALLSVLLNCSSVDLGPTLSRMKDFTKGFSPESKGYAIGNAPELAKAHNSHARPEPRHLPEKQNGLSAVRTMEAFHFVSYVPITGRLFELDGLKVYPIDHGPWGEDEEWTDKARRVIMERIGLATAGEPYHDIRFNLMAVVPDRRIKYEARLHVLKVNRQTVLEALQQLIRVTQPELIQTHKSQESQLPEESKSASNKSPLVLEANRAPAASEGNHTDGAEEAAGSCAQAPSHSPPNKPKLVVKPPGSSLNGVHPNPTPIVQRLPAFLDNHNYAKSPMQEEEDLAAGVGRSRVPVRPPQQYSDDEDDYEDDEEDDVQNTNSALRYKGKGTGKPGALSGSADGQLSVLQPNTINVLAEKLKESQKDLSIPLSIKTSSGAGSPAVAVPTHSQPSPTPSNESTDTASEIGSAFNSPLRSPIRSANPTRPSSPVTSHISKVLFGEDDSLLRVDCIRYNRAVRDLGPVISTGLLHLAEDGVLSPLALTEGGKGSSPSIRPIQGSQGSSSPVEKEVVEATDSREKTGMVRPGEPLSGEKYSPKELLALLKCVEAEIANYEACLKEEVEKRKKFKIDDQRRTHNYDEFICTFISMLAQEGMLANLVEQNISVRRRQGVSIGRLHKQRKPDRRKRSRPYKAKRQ
# Starred values were filed as active, the others as inactive; x = not tested or not shown; & = joins results of further samples.
SMILES,HePTP inh,BAP1 block
O=C(N/C(=N\O)c1ccccc1)Nc1ccc(Cl)cc1,2,91
COc1cccc2cc(C(=O)NCCCN3CCOCC3)c(=O)oc12,x,78
COc1cc(-c2cc(C(F)(F)F)n3ncc(C(=O)Nc4cccnc4Cl)c3n2)cc(OC)c1OC,x,66
Cc1nc2c(=O)n(C)c(=O)[nH]c2n1Cc1ccccc1,4,95
COc1ccc(-c2nc3n(c(=O)c2C#N)CCCS3)cc1,-2,x
COc1cccc(NC2=NC3(CCCC3)N=C(N)N2)c1,7,x
CCc1ccc(N(C(C)=O)C2C=CS(=O)(=O)C2)cc1 (centres undefined),3,81
C=CCn1c(Oc2cc(C)ccc2C)nc2c1c(=O)n(C)c(=O)n2C,12,61
CCN(CC)S(=O)(=O)c1cccc(C(=O)NC(C(=O)NC2=NCCS2)C(C)C)c1 (centres undefined),2,100
O=C(Nc1ccccc1)Nc1nnc(C23CC4CC(CC(C4)C2)C3)s1,8,x
O=[N+]([O-])c1ccc(S(=O)(=O)Nc2ccc(Nc3ccccc3)cc2)cc1,3,x
CC(C)CC(NC(=O)c1ccco1)C(=O)O (centres undefined),6,x
CCS(=O)(=O)N1CCCC(C(=O)NCCc2ccc(OC)c(OC)c2)C1 (centres undefined),-3,95
O=C1Nc2ccccc2/C1=c1/sc2nc3ccccc3n2c1=O,5,x
CCCCOc1ccc(C(=S)N2CCOCC2)cc1,6,x
Cc1ccc(N2C(=O)NC(=O)/C(=C\c3cccc(C)c3)C2=O)cc1,5,x
COCCN1C(=O)C(=O)/C(=C(/O)c2ccccc2)C1c1ccccc1 (centres undefined),2,x
COc1ccccc1CNC(=O)c1ccc(Cl)c(Cl)c1,-15,x
OC(COc1ccccc1Cl)CN1CCN(CC(O)COc2ccccc2Cl)CC1 (centres undefined),-2&3,103
CC(C)N(CCNC(=O)C1CCC(=O)N1Cc1ccc(F)cc1)Cc1ccccc1 (centres undefined),x,119
CN(C)S(=O)(=O)c1ccc(C(=O)NCCOc2ccccc2)cc1,5,122
COc1ccc(Cc2noc(-c3ccc(OC)c(OC)c3)n2)cc1,-11,x
COc1cc(NS(=O)(=O)c2ccc(NS(=O)(=O)c3ccccc3)cc2)nc(OC)n1,-7,95
Clc1ccccc1Cn1nnc2c(Nc3ccccc3)ncnc21,7,x
Cc1nnc(SCCn2c(N3CC(C)CC(C)C3)nc3c2c(=O)n(C)c(=O)n3C)s1 (centres undefined),10,98

# Quoted from the listing.
# CCS(=O)(=O)N1CCCC(C(=O)NCCc2ccc(OC)c(OC)c2)C1 (centres undefined) | BAP1 block: 95
# COc1cccc2cc(C(=O)NCCCN3CCOCC3)c(=O)oc12 | BAP1 block: 78

# Next section.
SMILES,HePTP inh,BAP1 block
COc1cc(NC(=O)c2ncn[nH]2)cc(OC)c1OC,x,91
COc1ccccc1-n1c(SCC(=O)O)nnc1-c1ccc(S(=O)(=O)N2CCCCC2)cc1,-4,96
CC1CCN(C(=O)CN(C)S(=O)(=O)c2cccc3nsnc23)CC1,4,91
CC1(C)Cc2ccccc2C(/C(=N/O)C(N)=O)=N1,-8,106
Cc1ccc(N2C(=O)NC(=O)/C(=C\c3ccc(N(C)C)c(Br)c3)C2=O)cc1,-4,x
O=C1C(SC(F)(F)C(F)F)=C(C(F)(F)F)OC2C3C=CC(C3)C12 (centres undefined),-2,56
Cn1cccc1C(=O)NC(=O)COC(=O)c1ccccc1Sc1ccccc1C#N,-5,52
CCC(Sc1nc2ccccc2[nH]1)C(=O)Nc1cccc2ccccc12 (centres undefined),5,x
CCc1ccc2[nH]c(=O)c(C(c3nnnn3CCOC)N3CCN(c4ccc(F)cc4)CC3)cc2c1 (centres undefined),7,89
Cc1ccccc1-n1nnnc1SCC(=O)Nc1ccc(S(=O)(=O)N2CCCC2)cc1,11,66
O=C(COc1ccccc1)Nc1ccc2c(c1)nc1n2CCSC1,8,97
CCOC(=O)COc1ccc(N)cc1CC(NC(C)=O)(C(=O)OCC)C(=O)OCC,-10,103
CCOc1cc(C=C2C(=O)NC(=S)NC2=O)ccc1OCCOc1ccc(C(C)(C)C)cc1,5,x
CC(C)Sc1nc2c(cnn2-c2ccc(F)cc2)c(=O)[nH]1,-4,82
CCOC(=O)C1=C(C)N=c2s/c(=C\c3ccc4c(c3)OCO4)c(=O)n2C1c1ccc2c(c1)OCO2 (centres undefined),10,x
Cc1cc(C)cc(-n2nnc(C(=O)NCc3ccc(Cl)cc3)c2N)c1,6,72
CCN1CCc2c(C#N)c(N3CCCCC3)nc(NCc3ccccc3)c2C1,12,118
COC(=O)CN(c1ccc(C)cc1C)S(=O)(=O)c1ccccc1,0,x
O=C(Nc1ccc2oc(-c3ccccc3Br)nc2c1)c1cccc(Cl)c1,x,88
c1ccc2oc(-c3nn4c(Cn5cnc6ccccc65)nnc4s3)cc2c1,4,x
CCCC(NS(=O)(=O)c1ccc(OC)cc1)C(=O)O (centres undefined),9,108
COc1ccccc1N1CCN(S(=O)(=O)Cc2ccccc2Cl)CC1,1,125
CCOc1ccc(C(=O)c2ccc(OCC)c(N)c2)cc1N,-1,105
O=C(C1CCCCC1)N1CCN(c2ccc([N+](=O)[O-])cc2)CC1,-14,x
S=C(c1ccc(-c2cccc(Cl)c2)o1)N1CCOCC1,13,85

# Record cards, as listed above:
# c1ccc2oc(-c3nn4c(Cn5cnc6ccccc65)nnc4s3)cc2c1 is listed as HePTP inh = 4; BAP1 block = x
# Cc1ccccc1-n1nnnc1SCC(=O)Nc1ccc(S(=O)(=O)N2CCCC2)cc1 is listed as HePTP inh = 11; BAP1 block = 66

# (listing goes on)
SMILES,HePTP inh,BAP1 block
CC1=C(C(=O)Nc2ccc(C)cc2)C(c2ccc3c4c(cccc24)CC3)NC(=S)N1 (centres undefined),5,x
COc1cc(C)c(S(=O)(=O)NCc2cccs2)cc1C,12,104
COc1ccc(-n2nc3cc(C)c(NC(=O)c4cc(I)ccc4Cl)cc3n2)cc1,-8,x
COc1cc(CNC(=O)c2ccc(Cn3nc(C)c(Cl)c3C)o2)cc(OC)c1,-5,83
O=S(=O)(N=C(Nc1ccccc1)c1ccccc1Br)c1ccc(Cl)cc1,x,64
CCCCOC(=O)c1ccc(NC(=O)c2c(Cl)ccc(Cl)c2OC)cc1,-4,x
COCCn1c(C)cc(C(=O)COC(=O)c2ccc(-n3nc(C)cc3C)cc2)c1C,-3,80
O=C(N/N=C/c1ccc(O)c(I)c1)c1ccncc1,8,x
CCC1CCCCN1CCNS(=O)(=O)c1ccc2c(c1)CCN2C(C)=O (centres undefined),4,98
O=C(NCCN1CCOCC1)c1ccc(Cl)cc1[N+](=O)[O-],-1,x
Cc1ccc(C2c3c(oc4ccc(Cl)cc4c3=O)C(=O)N2CCCN2CCOCC2)o1 (centres undefined),2,92
CCCN(CCC)S(=O)(=O)c1ccc(C(=O)Nc2nc3ccc(Br)cc3s2)cc1,x,257
O=C(c1ccccc1)c1coc2c1C(=O)c1ccccc1C2=O,12,x
COc1ccc(-n2cnc3cc(NCc4ccc(Br)cc4)ccc32)cc1,x,84
CN(C)c1nc(N2CCCCC2)nc(N2CCCCC2)n1,4,90
CCOc1ccc2nc(NC(=O)c3ccccc3-c3ccccc3C(=O)O)sc2c1,0,x
O=c1oc2ccccc2n1CCCOc1ccccc1,5,97
CCN(CC)CCCN1C(=O)C(O)=C(C(=O)c2ccco2)C1c1ccc(C)o1 (centres undefined),7,93
Cc1c(C(=O)N2CCOCC2)oc2ccc(S(=O)(=O)N3CCCC3)cc12,2,88
CCN(CC)c1ncnc2sc(C(=O)N3CCN(c4ccc(OC)cc4)CC3)c(C)c12,x,97
Cc1cc(Br)c(-c2ccc(/C=C3/SC(=S)NC3=O)o2)cc1C,22,x
Cc1cccn2c(=O)c3cc(C(=O)NCCN4CCOCC4)c(=N)n(CCc4ccccc4)c3nc12,11,x
CC(=O)N1CCc2cc(S(=O)(=O)NCCC(=O)Nc3cccc(C)c3)ccc21,2,93
COC(=O)c1nc2cc(C)ccn2c1F,-10,91
CCOc1ccccc1NC(=O)Cn1cnc2c(nnn2-c2cccc(OC)c2)c1=O,5,92

# The closing 4 records of the part before are carried over, then new ones follow:
SMILES,HePTP inh,BAP1 block
Cc1cccn2c(=O)c3cc(C(=O)NCCN4CCOCC4)c(=N)n(CCc4ccccc4)c3nc12,11,x
CC(=O)N1CCc2cc(S(=O)(=O)NCCC(=O)Nc3cccc(C)c3)ccc21,2,93
COC(=O)c1nc2cc(C)ccn2c1F,-10,91
CCOc1ccccc1NC(=O)Cn1cnc2c(nnn2-c2cccc(OC)c2)c1=O,5,92
CC(C)N(CCCNC(=O)C1CCN(S(=O)(=O)N2CCOCC2)CC1)Cc1ccccc1,2,116
Cc1ccc(C(=O)CSc2nnc(COc3cccc(C)c3)o2)cc1,1,84
CCNc1cc(=O)n(C)c(=O)n1C,5,99
COC(=O)c1ccccc1NC(=O)COC(=O)c1ccc(C)c(NC(=O)c2ccco2)c1,3,62
CC(C)=C(NC(=O)c1ccccc1)C(=O)Nc1cccc(Br)c1,-4,x
COC(=O)C1=C(C)N=c2s/c(=C/c3ccc(-c4cccc([N+](=O)[O-])c4)o3)c(=O)n2C1c1ccc(OC(C)=O)cc1 (centres undefined),0,x
N#Cc1nc(Cc2ccccc2)oc1N1CCC(C(N)=O)CC1,5,110
CC1(C)CC2CC(C)(CN2C(=O)COC(=O)Cn2[nH]c(=O)c3ccccc3c2=O)C1 (centres undefined),2,112
CC(C)COc1cc(=O)[nH]c(SCC(C)C)n1,3&3,116
O=C(Nc1ccc2nn(-c3ccccc3)nc2c1)c1ccc2c(c1)OCO2,34,93
CN(C)c1ccc(CN(C(=O)c2ccco2)C2CCS(=O)(=O)C2)cc1 (centres undefined),9,103
COc1ccc2c(c1C)CCC/C2=N\OC(=O)c1ccccc1F,-5,x
CC(C)C(=O)Nc1cccc2c1C(=O)N(c1ccccc1)C2=O,5,x
COc1ccc2c(c1OC)C(=O)OC2CC(=O)c1ccc2c(c1)OCO2 (centres undefined),17,74
O=C(NCc1ccccc1)NC1(C(=O)N2CCCC2)CCCCC1,-5,95
CCOC(=O)c1cc2sc(C)cc2n1CC(=O)Nc1cccc(C)c1C,-3,75
O=C1NC(=O)C(=Cc2ccccc2OCCOc2ccccc2)C(=O)N1,1,x
CCC1S/C(=C(\C#N)C(=O)NCc2ccco2)N(c2ccc(F)cc2)C1=O (centres undefined),2,95
O=C(CN1CCN(Cc2ccc(Cl)cc2)C1=O)NCCN1CCCC1,7,96
CCN1CCCC1CNCc1ccc(Cl)cc1Cl (centres undefined),13,93
COC(=O)CNC(c1ccccc1)c1cc(Br)ccc1NS(=O)(=O)c1ccc(C)cc1 (centres undefined),x,54
COc1ccc(CCNC(=O)CN2CCN(c3cccc(Cl)c3)CC2)cc1OC,5,130
N#Cc1c(N)nc(SCc2ccncc2)c(C#N)c1-c1cccs1,13,x
Clc1ccc(/C=N\Nc2nc3ccccc3o2)c(Cl)c1,3,x
CCN(CC)C(=O)c1ccccc1NC(=O)c1ccccc1,4,x

# Continued; the last 3 above are carried over.
SMILES,HePTP inh,BAP1 block
N#Cc1c(N)nc(SCc2ccncc2)c(C#N)c1-c1cccs1,13,x
Clc1ccc(/C=N\Nc2nc3ccccc3o2)c(Cl)c1,3,x
CCN(CC)C(=O)c1ccccc1NC(=O)c1ccccc1,4,x
O=C(CSc1nnnn1C1CCCCC1)N1CCCC1,-1,105
NC(N)=NS(=O)(=O)c1ccc(NC(=S)NC(=O)/C=C/c2ccc(Br)cc2)cc1,4,x
CCOC(=O)C(CCOc1ccc(Cl)c(C)c1)C(=O)OCC,-3,x
Cc1nn(C)c(C)c1NC(=O)CSc1nc(Cc2ccccc2)nc2c1cnn2-c1ccccc1,11,108
COc1ccc(-c2[nH]ncc2-c2cnc(C)s2)c(O)c1,6,98
COc1ccc(OC(C)C(=O)Nc2ccc([N+](=O)[O-])cc2OC)cc1 (centres undefined),4,x
CCC1(C)COC2(OC1)C(=O)Nc1ccccc12 (centres undefined),7,105
CCOc1ccc(N/C=C(/C#N)c2nc(-c3ccc(F)cc3)cs2)cc1,8,x
O=C1/C(=C/c2ccc(Cl)cc2)SC(=S)N1C1CCCCC1,4,x
COc1ccc2c(C(=O)CN3CC(C)OC(C)C3)c[nH]c2c1 (centres undefined),2,x
CCc1c(C)sc(NC(=O)c2cnn3cccnc23)c1C#N,-3,102
Cc1ccc(S(=O)(=O)N2CCCC(C(=O)NCCCN3CCCCC3C)C2)cc1 (centres undefined),9,110
O=C(NCCN1CCCCCC1)c1ccc(CS(=O)(=O)c2ccc(Br)cc2)o1,11,104
N#Cc1nn(-c2ccccc2)nc1N1CCCCC1,8,108
CC(NC(=O)NC1CCCCC1)C(c1cccs1)N1CCN(C)CC1 (centres undefined),-10,98
Cc1c(C(=O)NCc2ccccc2)oc2ccc(S(=O)(=O)N3CCCC3)cc12,-5,82
Cc1ccc(N2C(=O)CC(Sc3ncccn3)C2=O)cc1 (centres undefined),7,x
CC1=NN(c2ccc(Cl)c(C(=O)O)c2)C(=O)/C1=C\c1ccco1,73*,x
O=C(C1CCN(S(=O)(=O)c2cccc3cccnc23)CC1)N1CC=C(c2ccccc2)CC1,4,101
O=C(O)C1CCCCC1C(=O)Nc1nc2ccccc2s1 (centres undefined),4,x
CCS/C(=N/Nc1cccc(Cl)c1C)C(C)=O,-10,x
COC(=O)c1c(C)[nH]c(C(=O)CN2CCOCC2)c1C,3,140
CS(=O)(=O)N(CC(N)=O)Cc1ccc(Cl)cc1,5,103
CCOC(=O)/C=C/C(=O)Nc1nc(-c2ccccc2)cs1,4,x
O=C(NCC(F)(F)F)Nc1ncccn1,3,115
CC(=O)Oc1ccc(N2C(=O)C3ON(c4ccccc4)C(c4ccc(F)cc4)C3C2=O)cc1 (centres undefined),-6,x
Cc1cc(OCCN2CCCCC2)ccc1Cl,3,x

# High-throughput results from PubChem.
